bub3 = NCI yeast anticancer drug screen, S. cerevisiae bub3 mutant strain | AID 167, 2004 | % growth inhibition at 50 µM | hit rate 9.9% among 78,000;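 note: 0% = growth of vehicle-only cultures of the same strain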
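Compounds were applied to a genetically altered yeast strain carrying a cell-cycle control defect. Growth inhibition was scored against vehicle-treated controls.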
sgs1 mgt1 = NCI yeast anticancer drug screen, S. cerevisiae sgs1 mgt1 strain. AID 161, 2004. hit rate 10% among 78,000. growth inhibition, % at 50 µM;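 note: 0% = growth of vehicle-only cultures of the same strain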
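Percent growth inhibition was derived by comparing compound-exposed mutant yeast with vehicle-exposed cultures. The strain carries alterations in DNA damage repair.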
rad50 = NCI yeast anticancer drug screen, S. cerevisiae rad50 strain; % growth inhibition at 50 µM; AID 155, 2004; hit rate 10% among 79,000;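 note: 0% = growth of vehicle-only cultures of the same strain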
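Yeast carrying a defined DNA repair defect were exposed to test compounds, and growth was compared with vehicle-treated controls to give percent inhibition.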
mlh1 rad18 = NCI yeast anticancer drug screen, S. cerevisiae mlh1 rad18 strain; % growth inhibition at 50 µM; hit rate 11% among 79,000; AID 175, 2004;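 note: 0% = growth of vehicle-only cultures of the same strain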
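Growth inhibition of the yeast strain was measured after compound exposure and expressed relative to vehicle-treated controls. The strain carries defined defects in DNA damage repair.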
yeast mec2-1 = NCI yeast anticancer drug screen, S. cerevisiae mec2-1 strain; % growth inhibition at 50 µM; hit rate 9% among 79,000;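 note: 0% = growth of vehicle-only cultures of the same strain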
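Strain: mec2-1 (DNA repair/cell cycle alteration). Compound exposure, then growth measured; inhibition expressed relative to vehicle.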
yeast cln2 rad14 = NCI yeast anticancer drug screen, S. cerevisiae cln2 rad14 strain; AID 165, 2004; growth inhibition, % at 50 µM; hit rate 8.3% among 78,000;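 note: 0% = growth of vehicle-only cultures of the same strain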
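Relative to vehicle controls, growth inhibition of compound-treated cln2 rad14 yeast was recorded.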
* marks the source's active call; other numbers are inactive results; & = joins results of further samples. Cut-off read from the data, not from the text of the source: active = growth inhibition above about 70%; inactive = the rest. Not all compounds are listed. The share of hits here may be higher or lower than overall.

SMILES	bub3	sgs1 mgt1	rad50	mlh1 rad18	yeast mec2-1	yeast cln2 rad14
COc1ccc(C=O)cc1OC	13	-34	20	-4	0	14
CCOC(=O)C1=C(C)N2CCCOC2(C)C(C(=O)OC)C1c1cccc([N+](=O)[O-])c1 (stereo not drawn)	-35	-6	38	28	11	18
C#CCOC(C(=O)OC1CCN(C)CC1)(c1ccccc1)c1ccccc1	0	-6	-4	-2	-12	-37
C/C=C/CC1(C(C)CC)C(=O)NC(=S)NC1=O (stereo not drawn)	8	25	17	7	7	15
COP(=O)(Oc1ccccc1)Oc1ccccc1	26	24	18	18	-18	13
Nc1ccc2nnnn2n1	-2	-6	-15	-12	-1	3
Nc1nc(N)c2c(Cl)c(CNc3ccc(C(=O)NC(CC(=O)O)C(=O)O)cc3)ccc2n1 (stereo not drawn)	44	56	77*	52	88*	19
CC1CN(CC#CCN2C(=O)CCC2=O)CC(C)O1 (stereo not drawn)	39	18	8	14	-3	7
CC(Br)[N+](=O)[O-] (stereo not drawn)	-9	5	29	5	5	14
FCCCSc1ncnc2nc[nH]c12	-10	-11	-14	-13	-10	-36
Cc1ccc(N)c(C)c1	3	-2	-2	-13	-6	-4
[N-]=[N+]=c1c(=O)c2ccccc2c1=O	24	-4	7	10	-14	-47
C/C=N/Nc1ccc([N+](=O)[O-])cc1[N+](=O)[O-]	3	-12	10	17	-6	-15
CCCC/C=C(/C)C1(C)C(=O)NC(=O)NC1=O	17&10	-2&12	-1&11	1&2	13&8	0&14
CC(CC(C#N)(c1ccccc1)c1ccccc1)[N+]1(C)CCCCCCC1 (stereo not drawn)	1	3	12	19	1	2

Structures listed so far with nitrogen in an aromatic ring:
SMILES	bub3	sgs1 mgt1	rad50	mlh1 rad18	yeast mec2-1	yeast cln2 rad14
Nc1ccc2nnnn2n1	-2	-6	-15	-12	-1	3
Nc1nc(N)c2c(Cl)c(CNc3ccc(C(=O)NC(CC(=O)O)C(=O)O)cc3)ccc2n1 (stereo not drawn)	44	56	77*	52	88*	19
FCCCSc1ncnc2nc[nH]c12	-10	-11	-14	-13	-10	-36

Later entries.
SMILES	bub3	sgs1 mgt1	rad50	mlh1 rad18	yeast mec2-1	yeast cln2 rad14
CCOP1(=S)NNP(=S)(OCC)NN1 (stereo not drawn)	10	-4	-3	9	-12	18
Oc1ccc(C=NCC2CCCC[N-]2)c(O)c1.Oc1ccc(C=NCC2CCCC[N-]2)c(O)c1.[Ni+2] (stereo not drawn)	11	7	7	-8	8	5
CC[C@](O)(C(=O)O)c1cc2n(c(=O)c1CO)Cc1cc3ccccc3nc1-2	97*	97*	98*	97*	97*	88*
CC(=O)NCN(C)[N+](=O)[O-]	-20	9	-10	-6	-5	-11
O=[N+]([O-])c1ccc(NC(c2ccccc2)P(=O)(Oc2ccccc2)Oc2ccccc2)cc1 (stereo not drawn)	-2	-43	-2	4	-6	-6
CC(C)(C)SCC(NC(=O)OCc1ccccc1)C(=O)O (stereo not drawn)	4	14	11	7	2	19
O=C(Cl)C(Br)Cc1ccccc1 (stereo not drawn)	29	1	12	2	-19	7
COc1c[c]([Hg][O]C(C)=O)c(OC)c(NC(=O)CC(C)=O)[c]1[Hg][O]C(C)=O	91*	92*	90*	89*	92*	90*
CCOP(=O)(OCC)C(C)(C)OC(=O)NC#N	-14	-36	-24	-29	-64	-9
CC(C)SP(=S)(SC(C)C)SC(C)C	4	8	8	17	-10	-20
CNC(=O)CCl	-1	0	6	6	3	-7
CC(C)C(O)(C(=O)OCC1=CC[N+]2([O-])CCC(O)C12)C(C)O (stereo not drawn)	-7	-10	-17	-7	-30	4
COc1nccc(C(Cl)(Cl)Cl)n1	-14	-7	-5	8	-7	-40
CC1CCNC(C)C1 (stereo not drawn)	18	-14	35	9	-10	-63
O=S1(N2CC2)=NP(N2CC2)(N2CC2)=NP(N2CC2)(N2CC2)=N1 (stereo not drawn)	-33	-17	-21	-67	-22	11

An excerpt of these results, as a markdown table:
| structure | bub3 | sgs1 mgt1 | rad50 | mlh1 rad18 | yeast mec2-1 | yeast cln2 rad14 |
| --- | --- | --- | --- | --- | --- | --- |
| CC1CN(CC#CCN2C(=O)CCC2=O)CC(C)O1 (stereo not drawn) | 39 | 18 | 8 | 14 | -3 | 7 |
| CNC(=O)CCl | -1 | 0 | 6 | 6 | 3 | -7 |
| FCCCSc1ncnc2nc[nH]c12 | -10 | -11 | -14 | -13 | -10 | -36 |
| O=[N+]([O-])c1ccc(NC(c2ccccc2)P(=O)(Oc2ccccc2)Oc2ccccc2)cc1 (stereo not drawn) | -2 | -43 | -2 | 4 | -6 | -6 |
| COc1ccc(C=O)cc1OC | 13 | -34 | 20 | -4 | 0 | 14 |

The listing continues.
SMILES	bub3	sgs1 mgt1	rad50	mlh1 rad18	yeast mec2-1	yeast cln2 rad14
OCCBr	-1	-5	-3	-18	-8	-1
O=C(CN1CCCCC1Cl)c1ccccc1 (stereo not drawn)	-2	-2	2	7	-10	-11
CC(C)CCCC(C)C1CCC2C3CC=C4CC(OC(=O)CN5CC5)CCC4(C)C3CCC12C (stereo not drawn)	19	-5	0	3	-3	-7
CC(N)CN.CC(N)CN.[Cl-].[O]=[Os+2]=[O] (stereo not drawn)	-16	-17	-31	-14	-13	2
C/C=C(\CC)C1(C)C(=O)NC(=O)NC1=O	1	-6	7	-4	8	6
OC1C2CCC1C(N1CCOCC1)CC2 (stereo not drawn)	18	8	0	6	4	-7
O=C1C2CC(Cl)C(SSC3CC4C(=O)N(SC(Cl)(Cl)C(Cl)Cl)C(=O)C4CC3Cl)CC2C(=O)N1SC(Cl)(Cl)C(Cl)Cl (stereo not drawn)	93*	90*	90*	91*	90*	85*
CC([NH-])C[NH-].CC([NH-])C[NH-].[Co].[NH2-].[NH2-] (stereo not drawn)	35	6	-10	18	-6	-41
COc1c(O)c(O)cc2c1-c1ccc(OC)c(=O)cc1C(NC(C)=O)CC2 (stereo not drawn)	-18	-10	-12	-18	-21	-7
O=P1(N(CCCl)CCCl)NCC23CC4CC(CC(C4)C2O1)C3 (stereo not drawn)	30	8	1	23	15	15
CCC1CC2C3Cc4ccc(OC)c(O)c4C2(CCN3C)CC1=O (stereo not drawn)	-1	-8	-6	-8	-6	-5
C[C@@H]1C[C@@]2(C)C(=CC1=O)CC[C@@H]1[C@@H]2[C@H](O)C[C@@]2(C)[C@H]1CC[C@]2(C)O	4	3	-8	-24	-8	-22
COC(=O)C1C2c3ccccc3C(c3ccccc32)C1C(=O)OC (stereo not drawn)	14	72*	15	17	42	9
O=[N+]([O-])c1ccc(N=N/C(=N\Nc2ccc(N(CCCl)CCCl)cc2)c2ccc([N+](=O)[O-])cc2)cc1	-14	6	6	-3	8	13
N#Cc1cccc(Cl)c1	-11	0	-13	-5	-18	-3

Quoted at random: 4 compounds from above
SMILES	bub3	sgs1 mgt1	rad50	mlh1 rad18	yeast mec2-1	yeast cln2 rad14
CCOP(=O)(OCC)C(C)(C)OC(=O)NC#N	-14	-36	-24	-29	-64	-9
O=S1(N2CC2)=NP(N2CC2)(N2CC2)=NP(N2CC2)(N2CC2)=N1 (stereo not drawn)	-33	-17	-21	-67	-22	11
C/C=C(\CC)C1(C)C(=O)NC(=O)NC1=O	1	-6	7	-4	8	6
O=C(Cl)C(Br)Cc1ccccc1 (stereo not drawn)	29	1	12	2	-19	7

(more compounds)
SMILES	bub3	sgs1 mgt1	rad50	mlh1 rad18	yeast mec2-1	yeast cln2 rad14
CCCCOC(=O)c1ccccc1C(=O)O	-2	-16	-18	15	-8	-3
CS(=O)(=O)c1ccc(COP(N)(=O)N(CCCl)CCCl)cc1 (stereo not drawn)	-4	-1	17	18	-8	11
CCP(=S)(CC)P(=S)(CC)CC	-12	-15	-1	7	-21	-9
O=C1NP23(OCCO2)Oc2ccccc2C3(C(F)(F)F)O1 (stereo not drawn)	-57	-50	-39	-45	-14	-16
O=C1NCCCCC1Cl (stereo not drawn)	9	-4	-12	14	-1	-21
C/C=C/CC1(CC)C(=O)NC(=O)NC1=O	2	12	17	8	11	17
C[C@]12CC/C(=N\OC(=O)Nc3ccccc3)C=C1CC[C@@H]1C2CC[C@@]2(C)C1CC[C@@H]2OC(=O)Nc1ccccc1 (stereo partly drawn)	93*	4	47	89*	95*	32
COc1cc(C=C2C(=O)NC(=S)NC2=O)cc(OC)c1OC	-1	3	5	-1	-16	19
C[C@]12CCC(O)CC1=CC[C@@H]1[C@@H]2CC[C@]2(C)C(=O)[C@H](n3ccnc3)C[C@@H]12 (stereo partly drawn)	39	52	42	76*	58	38
COc1ccc(C2=CC(c3ccc4c(c3)OCO4)c3c(c4ccccc4oc3=O)O2)cc1OC (stereo not drawn)	40	11	0	-6	-7	-25
CN(c1ccccc1)c1nc(=[N+]2CCCC2)ss1	8	-12	12	25	-1	1
CNC(Cc1ccccc1)c1cc(OC)c(OC)c(OC)c1 (stereo not drawn)	2	12	9	-12	-5	-30
O=P(O)(O)SP(=O)(O)O.[Zn+2]	-13	-16	-21	-1	10	-9
COC1=CCC2=C(CC[C@H]3[C@H]2CCP3C)C1 (stereo partly drawn)	1	-8	9	5	-11	-18
OC(c1ccccc1)C(Cl)(Cl)Cl (stereo not drawn)	-14	14	17	4	-11	-42
CC(=O)OCCOCBr	12	5	14	10	-4	3
COP1(=O)OCC(C)(C)CO1	-2	13	16	36	-2	14
CC(=O)C(CN(Cc1ccccc1)Cc1ccccc1)C(c1ccccc1)c1c(O)c2ccccc2oc1=O (stereo not drawn)	38	26	19	31	10	23
CCOP(=O)(OCC)C(O)c1ccccc1Cl (stereo not drawn)	17	9	38	3	-4	36
CCn1cc(C(O)CNC)c2ccccc21 (stereo not drawn)	-2	4	14	3	-2	-18
Cc1ccc(NC(=O)CCl)cc1	20	11	16	43	1	0
NC(c1ccccc1)C(Cl)c1ccccc1 (stereo not drawn)	15	3	-7	-8	-54	-21
N.N.N.O=[N+]([O-])[O-].O=[N+]([O-])[O-].O=[N+]([O-])[O-].O=[N+]([O-])[O-].[Co+3]	12	26	12	-1	21	31
c1ccc(C2(N3CCC4(CC3)OCCO4)CCCCC2)cc1	1	9	13	6	-3	-18
CN(C)P(=O)(N(C)C)N1CCC1	-35	-4	-7	-2	-15	-13
Cc1ccc(C)c(OP(=O)(Oc2cc(C)ccc2C)Oc2cc(C)ccc2C)c1	-18	-16	-30	-37	-42	9
Cc1c(Cl)cccc1N=Nc1ccc(N(CCCl)CCCl)cc1	4	-14	-8	10	1	-41
NC(Cc1cccc(NP(=S)(NCCO)N2CC2)c1)C(=O)O (stereo not drawn)	13	13	-5	4	15	-11
C=CC(=O)OCC(CC)CCCC (stereo not drawn)	-8	-23	-17	-16	-3	-28
[C-]#[O+].[C-]#[O+].[C-]#[O+].[CH3][Sn]([c]1ccccc1)[c]1ccccc1.[Co].c1ccc([PH+](c2ccccc2)c2ccccc2)cc1	99*	100*	99*	99*	100*	99*
CN1CCOC12CCC1(C)C(CCC3C4CCC(O)C4(C)CCC31)C2 (stereo not drawn)	5	58	78*	72*	6	-7
O=C(O)c1nnn(Cc2ccccc2)n1	5	5	1	10	14	-18
ClCCN(CCCl)CC(Cl)COc1cccc2ccccc12 (stereo not drawn)	25	32	12	30	12	-2
CSc1ccc2c(c1)c(CCN)c(C)n2Cc1ccccc1Cl	100*	99*	100*	99*	100*	99*

Reformatted with two lines to a compound: three of the compounds above.
Under each structure – bub3 | sgs1 mgt1 | rad50 | mlh1 rad18 | yeast mec2-1 | yeast cln2 rad14
O=C(O)c1nnn(Cc2ccccc2)n1
 : 5 | 5 | 1 | 10 | 14 | -18
ClCCN(CCCl)CC(Cl)COc1cccc2ccccc12 (stereo not drawn)
 : 25 | 32 | 12 | 30 | 12 | -2
CSc1ccc2c(c1)c(CCN)c(C)n2Cc1ccccc1Cl
 : 100* | 99* | 100* | 99* | 100* | 99*

Screens deposited in PubChem BioAssay by NCI.
